mcGAS RapidFire = mouse cGAS inhibition by mass spec; 0.18% of 130,000 active; inhibition, % at 12.5 µM; recombinant mouse cGAS, cGAMP by RapidFire MS;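 active = inhibition of cGAS enzyme activity at or above 60%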;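 note: enzyme stimulated by 45 bp dsDNA with ATP and GTP substrates; cGAMP share of summed cGAMP plus half ATP and half GTP signals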
Target sequence (Q8C6L5 whole entry, looked up): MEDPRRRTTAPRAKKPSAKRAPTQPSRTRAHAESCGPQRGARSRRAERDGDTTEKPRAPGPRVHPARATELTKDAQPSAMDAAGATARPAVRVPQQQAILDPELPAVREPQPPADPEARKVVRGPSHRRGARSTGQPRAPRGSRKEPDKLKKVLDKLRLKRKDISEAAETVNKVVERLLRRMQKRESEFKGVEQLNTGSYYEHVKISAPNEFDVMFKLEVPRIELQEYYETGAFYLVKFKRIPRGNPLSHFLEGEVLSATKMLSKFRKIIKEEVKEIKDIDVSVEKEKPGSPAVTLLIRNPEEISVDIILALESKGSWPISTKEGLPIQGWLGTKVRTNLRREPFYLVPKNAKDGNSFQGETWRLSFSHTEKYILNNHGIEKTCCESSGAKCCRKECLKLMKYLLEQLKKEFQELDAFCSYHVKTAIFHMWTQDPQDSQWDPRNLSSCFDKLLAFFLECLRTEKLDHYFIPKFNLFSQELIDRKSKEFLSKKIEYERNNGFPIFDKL
Starred values were filed as active, the others as inactive; & = joins results of further samples. An excerpt. The share of hits here may be higher or lower than overall.

SMILES	mcGAS RapidFire
CCCNC(=O)c1c(C(F)(F)F)nn(C2CCCN(C(C)C)C2)c1C (centres undefined)	-5
C#CCn1c(COc2ccccc2)nc2ccccc21	-3
Cc1cc(C)c(NC(=O)c2cccc(CN3CCCC(C(N)=O)C3)c2)c(C)c1 (centres undefined)	-22
O=C(NCCc1cc(Cl)c2c(c1)OCCO2)c1ccccc1F	-1
COc1cc2c(cc1C1CC(=O)Nc3c1c(-c1cccnc1)nn3C)CCC2 (centres undefined)	-5
Cc1cc(C)n(C2CCN(c3ncnc4c3CCN(C(=O)C3CC3)C4)C2)n1 (centres undefined)	7
COc1ccc2ccc(OCc3nc(C(=O)N4CCCO4)co3)cc2c1	-1
COc1ccc(S(=O)(=O)n2nc(C)c(S(=O)(=O)N3CCCC(C)C3)c2C)cc1OC (centres undefined)	-1
CC1CCC2(CC1)OCC1(CCC3(COC4(CCC(C)CC4)OC3)C1=O)CO2 (centres undefined)	54
CN(C)CCN(Cc1ccccn1)S(=O)(=O)c1ccc(C#N)cc1	-27
CC(C)C(NC(=O)c1ccc(Cl)cc1Cl)C(=O)N1CCN(S(C)(=O)=O)CC1 (centres undefined)	-16
Cc1cc(C)nc(-n2ncc(C(=S)Nc3ccccc3)c2C)n1	-7
COc1ccccc1C(C)NS(=O)(=O)c1ccc(F)cc1F (centres undefined)	-4
Cc1nc2ccc(NC(=O)C3CCCCC3C(F)(F)F)cc2[nH]1 (centres undefined)	-18
C=CCN(Cc1ccccn1)C(=O)C(=O)N1CCCCCC1	-10
CC(C)CCCC(C)[C@H]1CCC2C3C(=O)C=C4C[C@@H](O)CC[C@]4(C)C3CC[C@@]21C (some centres undefined)	-3
O=C1CCCN1c1ccc(CNc2nccc(CCC(F)(F)F)n2)cc1	0
C=CCn1c(=O)n(CC=C)c(=O)n(CC(=O)c2cc(C)n(C)c2C)c1=O	-12
CC(C)NC(=O)[C@@H]1C[C@@H](N)CN1Cc1cccn1-c1ccccn1	-8
CCCCCCCC(=O)NCC(C)(O)c1cnn(C)c1 (centres undefined)	-10

The final 4 records of the section before open the next one:
SMILES	mcGAS RapidFire
O=C1CCCN1c1ccc(CNc2nccc(CCC(F)(F)F)n2)cc1	0
C=CCn1c(=O)n(CC=C)c(=O)n(CC(=O)c2cc(C)n(C)c2C)c1=O	-12
CC(C)NC(=O)[C@@H]1C[C@@H](N)CN1Cc1cccn1-c1ccccn1	-8
CCCCCCCC(=O)NCC(C)(O)c1cnn(C)c1 (centres undefined)	-10
O=[N+]([O-])c1cccc(C2Oc3ccccc3C3CC(c4cccnc4)=NN32)c1 (centres undefined)	1
CCc1ccc(-c2nc(C)c(C(=O)NC(C)C)s2)cc1	-11
CCCNc1nc2c(c(=O)[nH]c(=O)n2C)n1CCC(C)C	-1
Cn1ccc(NS(=O)(=O)c2ccc(S(=O)(=O)N3CCOCC3)cc2)n1	-3
O=C(O)c1nn(CC2CC2)c2c1CN(C(=O)c1cccc3c1OCC3)CC2	-20
Cc1nc(N)sc1N=Nc1cccc2ccccc12	44
O=C(CNC(=O)C(=O)NC1CCCC1)Nc1ccc(F)cc1Cl	-29
CCc1c(C)cc(C(=O)N2CCc3[nH]nc(-c4ccccc4)c3C2)c(=O)n1C	-23
Cc1ccccc1CN1CCN(Cc2ccc(C(N)=O)cc2)CC1	-10
Cc1nc(Cc2noc(C3CC3c3ccccc3C)n2)no1 (centres undefined)	-8
CCc1c(C)sc2nc(-c3ccc4c(c3)OCO4)[nH]c(=O)c12	-18&-4
CC(C)NC(=O)c1ccccc1NC(=O)CO/N=C/c1ccc(Br)cc1	-7
CN1CCCN(CC(=O)N2CCN(CC3CCCO3)CC2)CC1 (centres undefined)	-18
Cc1nccn1CCCC(=O)N1CCC(=O)N(CC2CC2)C(C(C)C)C1 (centres undefined)	-49
CN1C(=O)SC(CC(=O)O)C1=O (centres undefined)	-3
COC(=O)C(NC(=O)c1cc(S(=O)(=O)N2CCCCC2)ccc1C)C(C)C (centres undefined)	-6
Cc1ccc(NC(=O)C(C)N(C)Cc2ccco2)cc1S(=O)(=O)N1CCOCC1 (centres undefined)	-1
O=C(NCc1ccc(Br)cc1)NCc1ccon1	-3
Oc1c2cccnc2cn1CCC1=CSC2=NCCCN12	-6
CC(C)c1[nH]nc2c1C1(CCN(C)CC1)C(C#N)C(=N)O2 (centres undefined)	-4
OC(/C(=C/c1ccccc1)c1ccccc1)c1ccccc1 (centres undefined)	-3
OCc1ccccc1-n1ncc2cccnc21	-10
Cc1nc(-c2ccc(C(=O)N(C3CC3)C(C)c3ccccn3)cc2)n[nH]1 (centres undefined)	5
CS(=O)(=O)c1ccccc1C(=O)N1CCCCC1C(=O)O (centres undefined)	1
COc1ncccc1-c1cc(N)nc(N2CCCC2)n1	-11
CC(C)(C)C(=O)Nc1ccnn1C1CCN(C(=O)CCN2Cc3ccccc3C2=O)CC1	-10
COC(=O)c1sc2nc(C3CC3)[nH]c(=O)c2c1CC(=O)O	-6&12
COc1ccccc1CCC(=O)Nc1ccc2c(c1)CN(C(=O)Cc1ccn(C)c1)CC2	3
COC(=O)N1CCc2cc(NC(=O)c3ccc(C(F)(F)F)cc3)ccc21	2
O=C(NCC1(c2ccccc2)CC1)N1CCC(N2CCCCC2)CC1	-16
O=C(c1ccccc1-c1ncc[nH]1)N1CCCC(N2CCN(c3cccc(Cl)c3)CC2)C1 (centres undefined)	-6&3
Cc1nc(Nc2cc(F)ccc2F)c2c3c(sc2n1)CCC3	2
CCSc1nnc(NC(=O)CN2C[C@H](O)[C@@H](N3CCCC3)C2)s1	-8
CCOc1cc(CC#N)cc(Cl)c1OCC(F)(F)F	-11
CC1CN(C(=O)NCCNc2ncc(Cl)cc2Cl)CCO1 (centres undefined)	-4
CNC(=O)c1ccc(S(=O)(=O)N2c3ccccc3CC2C)cc1 (centres undefined)	-4
COc1cccc(C(=O)NCC2CCCN(C3CCSCC3)C2)c1OC (centres undefined)	1
COc1ccccc1/C=C/C(=O)NCC(=O)N=Nc1c(O)n(Cc2ccccc2)c2ccccc12	3
CN(C)C1CCCN(C(=O)CSc2cn(C)c3ccccc23)CC1 (centres undefined)	-1
O=C(NC(=S)NC1CCSC1=O)c1ccccc1 (centres undefined)	-5

Ordered by length of the SMILES (ascending): seven of the compounds above.
SMILES	mcGAS RapidFire
CC1CN(C(=O)NCCNc2ncc(Cl)cc2Cl)CCO1 (centres undefined)	-4
Cc1nc(Nc2cc(F)ccc2F)c2c3c(sc2n1)CCC3	2
CNC(=O)c1ccc(S(=O)(=O)N2c3ccccc3CC2C)cc1 (centres undefined)	-4
COC(=O)N1CCc2cc(NC(=O)c3ccc(C(F)(F)F)cc3)ccc21	2
Cc1nc(-c2ccc(C(=O)N(C3CC3)C(C)c3ccccn3)cc2)n[nH]1 (centres undefined)	5
COc1ccccc1CCC(=O)Nc1ccc2c(c1)CN(C(=O)Cc1ccn(C)c1)CC2	3
COc1ccccc1/C=C/C(=O)NCC(=O)N=Nc1c(O)n(Cc2ccccc2)c2ccccc12	3

Other entries follow:
SMILES	mcGAS RapidFire
CC(C)(C)c1ccc(S(=O)(=O)NC(=O)C2(C)CCN2C(=O)Cc2cccs2)cc1 (centres undefined)	-14
O=C(c1ccccc1OC1CCN(CC2CCOC2)CC1)N1CCCCC1 (centres undefined)	-8
COC(=O)C1CC2(CCN(C(=O)c3coc4c3C(=O)CCC4)CC2)c2ccccc21 (centres undefined)	-4
O=C(CSc1nc2c(cnn2Cc2ccccc2)c(=O)[nH]1)NCc1ccc2c(c1)OCO2	-3
CC(Cc1ccsc1)Nc1ccnc(C(=O)NC2CC2)c1 (centres undefined)	-14
CC(C)CNC(=O)CN1C(=O)C(=O)N(CCC2=CCCCC2)C1=O	-8
Cc1ccc(-c2ccc(=O)n(CC#N)n2)cc1	-11
CC(C)c1cc(C(=O)N2CC[C@@H](c3ccc4c(c3)OCO4)[C@H](O)C2)n[nH]1	-2
Cc1ccc(-c2nnc(NCCCN3CCOCC3)c3ccccc23)cc1C	2
CSCc1nc2ccccc2n1CC(=O)Nc1ccc(-n2cnnn2)cc1	-4
Cn1nc(-c2ccc(C(C)(C)C)cc2)cc1C(=O)O	-6
NC(=O)c1cccc(CC2CCN(C(=O)c3ccc4c(c3)OCO4)C2)c1 (centres undefined)	-22
O=C(NNC(=O)c1ccoc1)c1ccc(S(=O)(=O)N2CCCC2)cc1	-6
CCOc1cn(C)c(C(=O)Nc2ccccc2SC)cc1=O	-7
c1ccc(CCc2nc(Cc3cccnc3)n(-c3ccccn3)n2)cc1	-6
Cc1nc(CN)cc(NCCCN2CCCC2=O)n1	-11
CCc1ccc(CN2CCC(N3CCC(C(=O)NCCc4ccccc4)CC3)CC2)o1	-9
COC(=O)C1CCN(C(c2cccc(Cl)c2)C2Sc3nc(C)nn3C2=O)CC1 (centres undefined)	-6
O=C(CCN1CCCCO1)N1CCC2(CCCN(Cc3ccc(F)cc3)C2)C1 (centres undefined)	-8
O=C1CCc2cc(-c3csc(N4CCCC4)n3)ccc2N1	6
COc1ccc(C(CC(=O)NCc2n[nH]c3c2CCC3)c2ccccc2)cc1 (centres undefined)	-12
C#Cc1cccc(N(C)S(=O)(=O)c2cc(C(=O)O)c(F)cc2Cl)c1	-3
O=C(Cn1nc2n(c(=O)c1=O)CCN2c1ccc(F)cc1)N1CCOCC1	6
COc1ccc(C(=O)NCCn2nc(C)cc2C)cc1OC1CCN(C(C)=O)CC1	-8&0
Cc1ccc(-c2nnc(SCC#CCO)n2C2CC2)cc1	-3
O=C(CCc1ccccc1Cl)N1CCC(O)CC1	6
Cc1cc(C2CCC2)nc(N2CCc3nc(N)sc3C2)n1	-11
CCN(c1ccccc1)S(=O)(=O)c1ccc(Cl)c(NC(=O)c2ccc(=O)[nH]n2)c1	-9
CCCc1ccc(CN2CCN(c3cncc(C(=O)N(C)C)n3)CC2)o1	-27
CC(=O)c1cc(CN2CCCC(CCc3ccccc3C(F)(F)F)C2)n(C)c1 (centres undefined)	0
O=C(CN1CCCC(Oc2ccc(Cl)cc2)C1)Nc1ccccc1C(=O)Nc1ccccc1 (centres undefined)	-3
COC1CCN(C(=O)c2coc(COc3cccc(C(F)(F)F)c3)n2)CC1	-2
CCCN1C(=O)COCc2cc(-c3cnn(C)c3)ccc21	-9
CC(C)CC(=O)NCCCn1nc(-c2cccnc2)ccc1=O	-9
CC1CCN(S(=O)(=O)c2cnc(Cl)c(Br)c2)CC1	-10
O=C(C=Cc1ccc(-c2ccc([N+](=O)[O-])cc2)o1)c1ccc(N2CCOCC2)cc1	-7
CC1(C(=O)NS(=O)(=O)c2ccccc2)CCN1C(=O)C1CCCCC1 (centres undefined)	-7
CCn1c(=O)[nH]c(=O)c2ccc(-c3ccc(Cl)cc3)nc21	-22
COc1ccc(-n2ccc3c(cnc4nc(C(F)(F)F)nn43)c2=O)c(OC)c1	21
NC(=O)C1(c2ccccc2)CCN(C(=O)c2ccc(F)cc2F)CC1	-1
OCC1(CNC2CCC3(CCNCC3)CC2)CCOCC1	-4
CC(=O)NCc1nnc2c3ccccc3c(-c3ccccc3)nn12	1
CC(C)(C)C(=O)CSc1ncnc2sc3c(c12)CCCC3	-8
CCc1cccc2c1N(S(=O)(=O)c1ccc3c(c1)N(CC(=O)O)C(=O)CO3)CC2	-9
O=C(O)c1ccc2c(=O)n(-c3ccccc3F)c(=S)[nH]c2c1	3
Oc1ccccc1Oc1ccc(Oc2ccccc2O)cc1	2
Nc1ccc(S(=O)(=O)Nc2ccc(Cl)nn2)cc1	-8
CCc1ccccc1C1NCCCn2cccc21 (centres undefined)	-6
CCOC(=O)C1CCCN(Cc2nc(-c3ccc(C(=O)OC)cc3)no2)C1 (centres undefined)	-7
O=C(O)[C@H]1C[C@H](C(=O)NC2CC2)CN(C(=O)CCCc2cccs2)C1	-22
COc1ccccc1CNCc1cccs1	-4
COc1cc(C(=O)Nc2nc(C)c(C)s2)ccc1OC(F)F	-5
Cc1nccc(C(=O)OC2CC3CCC2C3)n1 (centres undefined)	0
CCCCc1cc(C(=O)Cc2csc(C)n2)c(O)cc1O	27
Cc1noc(C)c1-n1c(C2CCCN(C)C2)n[nH]c1=O (centres undefined)	-6
CCOC(C)c1nc(CSc2ncnc3c2cnn3C)cs1 (centres undefined)	-7
O=C(c1cc2c(=O)n3ccccc3nc2s1)N1CCCCCC1	-7&4
O=[N+]([O-])OCC(CO[N+](=O)[O-])O[N+](=O)[O-]	1
COc1ccc(Cl)cc1/C=C/C(=O)NC(c1n[nH]c(C)n1)C(C)C (centres undefined)	-7
Cc1ccc(CNC(C)c2ccc(N3CCN(C)CC3)c(F)c2)o1 (centres undefined)	-1

Not a retest: an excerpt of the list.
SMILES	mcGAS RapidFire
OCC1(CNC2CCC3(CCNCC3)CC2)CCOCC1	-4
CC(=O)NCc1nnc2c3ccccc3c(-c3ccccc3)nn12	1

The results go on:
SMILES	mcGAS RapidFire
CCCN(CCC)c1nc(OC)nc(-n2nnc(C(C)=O)c2C)n1	-19
CN(C)CCCN(C)C(=O)C1CC(=O)N(Cc2ccc(Cl)cc2)C1 (centres undefined)	-3
CC(C)=CC(=O)NCCC1CN(Cc2cnc(C)nc2)CCO1 (centres undefined)	-22
O=C(O)c1ccc2c(c1)CCN2S(=O)(=O)c1ccc(F)cc1	-5
COc1ccccc1C(=O)CN1CCCCCC1(C)C(=O)NC(C)C (centres undefined)	-11
Cc1ccc(NC(=O)CCNC2CCC3(CCNCC3)CC2)c(C)c1	-7
Cc1nnc(NC(=O)c2ccc(Cl)c([N+](=O)[O-])c2)s1	-2
O=C(Nc1ccc(-c2noc(-c3ccccc3F)n2)cc1)c1cccs1	-3
C/C(=C/C(=O)N(C)Cc1cc(C)on1)c1ccc(F)cc1	-4
CC1ON=C(c2ccccn2)N(Cc2ccc3c(c2)OCO3)C1=O (centres undefined)	-11
COc1ccc2nc(CCN(C)Cc3cc4n(n3)CCCNC4)[nH]c2c1	8
CC=CCn1c(=O)c2c(nc3n(-c4ccccc4O)c(C)cn23)n(C)c1=O	-2
COc1ccc(Cl)cc1C(=O)N1CCN(C2=NN=C(c3cccs3)CS2)CC1	-4
O=C(NC1c2ccccc2-c2ccccc21)c1cn[nH]n1	-14
